Source: PubChem
Ba/F3 V617F tox: reduce viability of Ba/F3 cells dependent on JAK2V617F | Ba/F3 EpoR-JAK2V617F viability, ATP luminescence | inhibition, % at 5.6 µM | 220,000 compounds, 1.1% hits | AID 1446;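 active = inhibition above the campaign mean plus 3 SD over all tested compounds, cut at about 24% in these data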;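 also: cytokine-independent growth of Ba/F3 cells driven by EpoR plus mutant JAK2; 0% = DMSO-treated cells and 100% = JAK inhibitor I control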
BaF3 parental: counter-screen for JAK2V617F inhibitors: parental Ba/F3 viability inhibitors; CellTiter-Glo ATP luminescence; inhibition, % at 5.6 µM; 220,000 compounds, 1.1% hits; AID 1486;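 active = inhibition above a per-campaign cutoff, the mean inhibition of all tested compounds plus 3 SD, cut at about 27% in these data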;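 also: 0% = DMSO wells and 100% = JAK Inhibitor I control wells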
Runt-CBFb FRET: Runt domain-CBFb interaction inhibition. Q01196+Q13951. Cerulean-Runt/Venus-CBFb FRET ratio 530/480, 1 h. inhibition, % at 20 µM. 220,000 compounds, 0.46% hits. AID 1496;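 active = inhibition over about 50% at 20 µM in the single-dose screen, limit read from the data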;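 also: 0% = DMSO wells and 100% = excess unlabeled CBFb competitor control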
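Measured by: fluorescence energy transfer, 422 nm excitation, 530/480 nm emission; Assay system: Cerulean-Runt domain; Medium: Tris pH 7.5 buffer with BSA; Measure: loss of energy transfer signal; Controls: 5 µM unlabeled CBFb as full-inhibition high control; Incubation: protein complex preformed 1 h, compound exposure 1 h, room temperature, dark.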
NPY1 pot ag: potentiates or activates human NPY-Y1 receptor | P25929 | NPY-Y1 expressing cells, potentiator/agonist activation | activation, % at 3.6 µM | 220,000 compounds, 0.37% hits; in the data active = activation above about 33%, passing the limit was not always enough;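 also: cells stimulated with NPY at EC10 then isoproterenol at EC100; 0% = low agonist plus stimulus and 100% = saturating agonist plus stimulus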
Target sequence (P25929 whole entry, looked up): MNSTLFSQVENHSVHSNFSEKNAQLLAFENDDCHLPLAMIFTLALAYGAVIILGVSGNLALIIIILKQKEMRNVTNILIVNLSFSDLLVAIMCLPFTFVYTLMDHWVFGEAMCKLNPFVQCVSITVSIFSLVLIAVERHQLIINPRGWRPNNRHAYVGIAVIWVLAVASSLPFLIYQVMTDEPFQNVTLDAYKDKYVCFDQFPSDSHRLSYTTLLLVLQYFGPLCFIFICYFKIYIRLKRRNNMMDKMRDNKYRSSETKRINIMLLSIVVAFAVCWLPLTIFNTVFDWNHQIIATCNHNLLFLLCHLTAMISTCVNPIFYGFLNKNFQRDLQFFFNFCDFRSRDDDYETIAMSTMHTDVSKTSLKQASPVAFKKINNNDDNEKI
S1P4 ag: human S1P4 receptor agonism; S1P4-expressing cell line, agonist reporter assay; activation, % at 4.98 µM; 220,000 compounds, 0.35% hits; in the data active = activation above about 11%;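 also: 0% = DMSO vehicle and 100% = reference agonist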
NPY2 pot ag: potentiates or activates human NPY-Y2 receptor; P49146; cells expressing NPY-Y2, potentiator/agonist read-out; activation, % at 3.6 µM; 220,000 compounds, 0.45% hits; in the data active = activation above about 27%;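 also: cells stimulated with NPY near EC25 plus isoproterenol at EC100; 0% = vehicle plus submaximal agonist and 100% = vehicle plus saturating agonist; some results beyond the cut were filed as inactive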
Target sequence (P49146 whole entry, looked up): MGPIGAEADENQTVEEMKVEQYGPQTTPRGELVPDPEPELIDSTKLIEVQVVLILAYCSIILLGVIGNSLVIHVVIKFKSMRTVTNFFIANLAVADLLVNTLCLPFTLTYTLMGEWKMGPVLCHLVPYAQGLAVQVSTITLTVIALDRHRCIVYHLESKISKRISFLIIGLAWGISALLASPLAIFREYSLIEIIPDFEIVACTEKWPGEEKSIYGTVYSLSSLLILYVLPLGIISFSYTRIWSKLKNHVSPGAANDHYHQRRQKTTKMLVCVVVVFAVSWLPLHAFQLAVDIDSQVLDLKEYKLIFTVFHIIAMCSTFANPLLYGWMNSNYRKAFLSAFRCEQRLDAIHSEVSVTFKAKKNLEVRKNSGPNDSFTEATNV
S1P4 antag: human S1P4 receptor antagonism. O95977. S1P4-expressing cells, antagonist mode, reporter read-out. inhibition, % at 4.98 µM. 220,000 compounds, 0.26% hits; in the data active = inhibition above about 29%;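 also: 0% = wells stimulated with agonist and 100% = vehicle wells without agonist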
NPY Y1 blocker: NPY-Y1 (human) receptor antagonism. 200,000 compounds, 1% hits. inhibition, % at 3.6 µM. HEK293-CNG Y1 cells, membrane potential fluorescence; NPY at EC95, then isoproterenol;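 active = inhibition above the campaign mean inhibition of all tested compounds plus 3 SD, cut at about 20% in these data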;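 also: 0% = DMSO wells given NPY plus isoproterenol and 100% = isoproterenol alone without NPY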
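Test system – HEK293 Y1/CNG channel cell line · Also added – NPY agonist 25 nM, then isoproterenol 1 µM plus Ro 20-1724 25 µM · Compound dosing – one concentration, 3.6 µM, in 0.4% DMSO · Schedule – compound incubation 1 h at room temperature, readout 45 min post-stimulation · Technique – fluorescence, membrane potential probe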
RBBP9 inh: blocks human serine hydrolase RBBP9. O75884. AID 1515. 220,000 compounds, 0.2% hits. inhibition, % at 7.94 µM. recombinant RBBP9, FP-Rh probe fluorescence polarization;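 active = inhibition above the campaign mean of all tested compounds plus 3 SD, cut at about 14% in these data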;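 also: plate controls were DMSO wells with RBBP9 for no effect and wells lacking RBBP9 protein for full effect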
Target sequence (O75884 whole entry, looked up): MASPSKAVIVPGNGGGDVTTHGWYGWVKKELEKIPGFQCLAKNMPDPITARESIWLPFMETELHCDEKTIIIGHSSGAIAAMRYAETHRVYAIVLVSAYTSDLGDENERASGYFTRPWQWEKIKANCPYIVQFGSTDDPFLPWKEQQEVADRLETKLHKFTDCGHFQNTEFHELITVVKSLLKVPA
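Test system: recombinant human RBBP9; Timing: 30 min then 45 min, 25 °C; Detection: fluorescence polarization; Control set: RBBP9 with DMSO as uninhibited control, no-protein wells as full inhibition; Compound dosing: one concentration, 7.94 µM nominal, 0.794% DMSO; Probe or stimulus: FP-Rh activity-based probe, 375 nM before mixing.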
* = called active by the depositor; nt = not tested or not shown. This is a random part of the collection. About 3.6% of those tested had a hit in this group.

SMILES	Ba/F3 V617F tox	BaF3 parental	Runt-CBFb FRET	NPY1 pot ag	S1P4 ag	NPY2 pot ag	S1P4 antag	NPY Y1 blocker	RBBP9 inh
COc1cc([N+](=O)[O-])cc(/C=N/N(CCC#N)C(C)=O)c1O	0	4	-6	3	3.4	17	-16	1	-11
CC1CC(C)CN(C(=O)c2cccc(S(=O)(=O)Nc3cc(C(F)(F)F)ccc3Cl)c2)C1 (configuration not stated)	0	3	28	21	-1.4	14	0	-4	-2
NC(=S)N/N=C/c1c[nH]c2ccccc12	-1	-6	4	17	0.4	-20	-36	nt	-5
CCOc1ccc(N2C(=O)c3ccccc3C2O)cc1 (configuration not stated)	3	7	0	5	-1.1	-12	-4	1	-10
CN1C(=O)N(C)C2(c3ccccc3)Nn3c(s/c(=C/c4ccccc4)c3=O)=NC12c1ccccc1 (configuration not stated)	-4	4	2	14	-2.0	12	7	-1	-5
COc1ccc2oc(=O)c(NC(=O)C3CCCCC3)cc2c1	1	4	-3	-8	3.1	-14	-19	-4	-2
CCc1cc2ccc(C)cc2nc1SCC(=O)Nc1cc(C)on1	-2	-1	-4	11	0.5	6	4	9	-4
O=C(CN1C(=O)c2ccccc2C1=O)Nc1ccc2c(c1)OCO2	-6	-1	0	-18	-0.4	6	-3	6	-2
Cc1ccc(OCC(=O)c2ccc3c(c2)CCCC3)cc1C	-1	9	-2	-29	-0.4	-26	8	15	-8
Cc1ccc(S(=O)(=O)N(CC(=O)O)Cc2ccccc2)cc1	-1	4	0	-5	0.4	-4	-31	-2	-2
CCOC(=O)COc1nc(C)c(Br)c(OC)n1	1	-1	3	-4	1.6	9	-29	-3	-1
COCCCNC(=O)c1ccccc1NS(=O)(=O)c1ccc(C)cc1	3	7	-1	5	-0.5	2	2	1	-2

Structural class: the entries above with a halogen.
SMILES	Ba/F3 V617F tox	BaF3 parental	Runt-CBFb FRET	NPY1 pot ag	S1P4 ag	NPY2 pot ag	S1P4 antag	NPY Y1 blocker	RBBP9 inh
CC1CC(C)CN(C(=O)c2cccc(S(=O)(=O)Nc3cc(C(F)(F)F)ccc3Cl)c2)C1 (configuration not stated)	0	3	28	21	-1.4	14	0	-4	-2
CCOC(=O)COc1nc(C)c(Br)c(OC)n1	1	-1	3	-4	1.6	9	-29	-3	-1

Sorted by count of non-hydrogen atoms (ascending): four of the compounds above.
SMILES	Ba/F3 V617F tox	BaF3 parental	Runt-CBFb FRET	NPY1 pot ag	S1P4 ag	NPY2 pot ag	S1P4 antag	NPY Y1 blocker	RBBP9 inh
CCOc1ccc(N2C(=O)c3ccccc3C2O)cc1 (configuration not stated)	3	7	0	5	-1.1	-12	-4	1	-10
Cc1ccc(S(=O)(=O)N(CC(=O)O)Cc2ccccc2)cc1	-1	4	0	-5	0.4	-4	-31	-2	-2
CCc1cc2ccc(C)cc2nc1SCC(=O)Nc1cc(C)on1	-2	-1	-4	11	0.5	6	4	9	-4
CC1CC(C)CN(C(=O)c2cccc(S(=O)(=O)Nc3cc(C(F)(F)F)ccc3Cl)c2)C1 (configuration not stated)	0	3	28	21	-1.4	14	0	-4	-2

Continuation:
SMILES	Ba/F3 V617F tox	BaF3 parental	Runt-CBFb FRET	NPY1 pot ag	S1P4 ag	NPY2 pot ag	S1P4 antag	NPY Y1 blocker	RBBP9 inh
COc1ccc(OC)c(Nc2ccc(C(=O)O)cc2[N+](=O)[O-])c1	1	9	-3	-11	4.8	-8	-11	0	0
Cc1cccc(NC(=O)CCSc2nncn2C)c1	-3	3	-1	-2	-4.9	6	-13	2	-1
O=C(COC(=O)c1cc(=O)[nH]c2ccccc12)c1ccc(Br)cc1	4	1	2	5	2.6	-10	-11	nt	-4
O=C(C1CCCN1S(=O)(=O)c1cccc2cccnc12)N1CCN(c2ccccc2)CC1 (configuration not stated)	-3	4	-1	10	1.1	7	-9	2	-5
CC(=O)Nc1sc(N/N=C\c2ccco2)nc1-c1cccs1	-2	6	21	12	2.7	6	-4	1	4
CC(=O)Nc1cccc(C(=O)OCc2ccc([N+](=O)[O-])cc2)c1	-1	-2	-1	7	-0.1	-3	-11	-6	-9
CCOC(=O)c1c(Nc2ccccc2)sc(/C=C2\C=Nc3ccccc32)c1O	-4	3	-48	14	-2.9	2	-12	-1	-8
O=C(Nc1cccnc1)/C(N=Nc1ccc(Cl)c(C(F)(F)F)c1)=C(\O)c1ccccc1	-4	4	0	1	0.1	13	-15	-4	0
CC(Cc1ccccc1)NC(=O)C1(c2ccccc2)CCOCC1 (configuration not stated)	-4	2	3	7	-3.4	-6	-11	-1	-6
CCC(=O)N1N=C(c2cccs2)CC1c1ccco1 (configuration not stated)	-2	3	2	-2	1.1	8	-7	3	-4
CCOc1ccc2nc(N(CCN(CC)CC)C(=O)c3ccc([N+](=O)[O-])cc3)sc2c1	-2	3	-1	-2	-1.5	16	-2	3	4
CCOC(=O)C1CCCN(Cc2sccc2C)C1 (configuration not stated)	-6	1	3	-36	-4.4	2	10	5	7
CC1(C)C2C(Cl)(Cl)C2(C)c2ccccc2N1C=O (configuration not stated)	-2	-3	2	-3	0.3	-5	6	nt	-3
O=C(CCC(NC(=O)OCc1ccccc1)C(=O)OCC(=O)N1CCCCC1)OCC(=O)N1CCCCC1 (configuration not stated)	-3	1	0	7	1.2	1	-21	10	1
O=C(NC(=S)Nc1cccc(CO)c1)c1ccc(-c2ccccc2)cc1	5	13	-4	-4	1.9	-7	-6	2	-2
O=C1NC(c2ccc3c(c2)OCO3)Nc2ccccc21 (configuration not stated)	-1	5	0	14	1.6	-16	-16	-2	6
COc1ccc(C2CC(c3ccccc3)=NN2C(=O)COC(=O)/C=C/c2ccc(O)c(OC)c2)cc1 (configuration not stated)	0	-3	2	8	1.5	-17	-2	nt	-9
CCc1cccc2c(C(=O)CSc3nncn3-c3ccc(OC)cc3)c[nH]c12	-2	6	-1	-10	1.2	1	-34	10	-3
O=C(NNC(=O)c1ccccc1Br)c1ccccc1Cl	-3	0	0	13	-0.8	-13	12	9	0
CCCN(c1ccc(OCC)cc1)S(=O)(=O)c1ccc2c(c1)CCN2C(=O)CCC(=O)O	-1	2	-8	8	-0.1	-4	-3	1	-5
Cc1cc(C(C)(C)C)oc1C(=O)N(CC(=O)NC1CCCC1)Cc1ccccc1Cl	3	12	-3	-31	-1.7	-20	6	26*	-5
CC(=O)Cn1ncc(N2CCCCC2)c(Cl)c1=O	-2	2	-1	4	1.2	12	11	1	5
Cc1ccc(/C=N/NC(=O)c2nn(C)cc2Cl)cc1	-4	-1	-1	-8	1.9	-4	1	5	-6
COc1ccccc1/C=N/NC(=O)c1ccc(=O)n(C)c1	0	5	2	14	2.4	11	-18	6	3
COC(=O)C(C)Sc1n[nH]c(=S)s1 (configuration not stated)	-3	4	6	-5	-3.5	-11	11	1	1
CCS(=O)(=O)Nc1cccc(-c2nc3cccnc3s2)c1	1	3	0	3	-2.4	-16	-2	nt	11
O=C1C(C=NCCCN2CCCC2=O)=C(O)c2ccccc21	3	5	-4	-24	-0.4	10	0	6	2
CCO/N=C(/C)c1c(O)c(C)c(-c2ccccc2)n(-c2ccccc2)c1=O	0	3	-3	-11	1.2	4	-16	1	7
Cc1noc(N)c1C1(O)C(=O)N(C(C)C)c2ccccc21 (configuration not stated)	-4	-2	-2	8	-0.8	-8	1	-6	16*
COc1ccc(Cl)cc1N1C(=O)C2CCCN2C1c1ccc(F)c(F)c1 (configuration not stated)	-2	11	0	-6	-1.8	-11	-9	0	3
Cc1ccc(C(=O)OC(C)CN2CCN(C)CC2)cc1 (configuration not stated)	-3	4	0	9	0.0	-8	-1	nt	-8
Cc1n[nH]c(C)c1CCC(=O)N/N=C/C=C/c1ccccc1	0	3	1	0	0.2	-5	-6	-3	-7
COc1ccc(CCNC(=O)CSc2ccc(-c3ccccc3)nn2)cc1	-2	-1	2	-1	2.8	0	-6	5	-3
CC(C)(C)c1ccc(S(=O)(=O)NC(Cc2ccccc2)C(=O)O)cc1 (configuration not stated)	-4	2	4	-3	-0.6	-18	1	7	4
CCCc1n(CC(O)COC2CCCCC2)c2ccccc2[n+]1C (configuration not stated)	26*	55*	nt	9	0.7	-3	14	-4	2
COc1ccc(NC(=O)CSc2nnc(-c3ccco3)n2C)cc1	2	3	0	14	-1.4	15	-4	-1	-7
O=C(CCC(=O)OCC(F)(F)C(F)F)NCc1ccccc1	-4	-1	-1	26	1.7	10	-15	4	-6
c1coc(CN(Cc2ccco2)c2ncnc3c2oc2ccccc23)c1	-1	3	-7	-31	-0.2	-5	-21	12	-12
CCCN(CCC)CCCNC(=O)c1cc2c(=O)n(C)c3ccccc3c2n1C	-2	-2	2	-39	-0.6	-4	-23	1	0
CCOC(=O)N1CCN(c2nc(-c3ccc(Cl)cc3)cs2)CC1	-2	0	0	-14	1.1	-9	-15	3	-6
COc1ccc(C(C)=O)cc1CN1C(=O)NC2(CCCCC2C)C1=O (configuration not stated)	-2	8	-3	-4	-1.4	-12	-13	1	-2
O=C(/C=C/c1ccccc1)NC1CC2CCCC(C1)N2Cc1ccccc1 (configuration not stated)	3	-8	3	-8	3.6	-15	2	nt	-2
COc1ccc(/C=N/N=C(\N)c2nonc2N)cc1OC	-2	4	3	14	0.4	2	-9	4	-7
N#CCCn1cc(/C=C/C(=O)O)c(-c2ccc(F)cc2)n1	-1	-1	0	11	1.8	9	-12	-4	-5
O=C(c1cccc(Br)c1)c1conc1C(=O)c1ccco1	3	2	-3	9	-0.9	-3	-5	3	-6
CCCC(=O)C1=C(O)C(C(=O)OC)C(C)(C)CC1=Nc1ccc(C)cc1 (configuration not stated)	-3	-1	-3	-12	-0.9	-8	-14	15	-7
CC(C(=O)Nc1ccc(S(=O)(=O)N2CCOCC2)cc1)N(c1ccccc1)S(C)(=O)=O (configuration not stated)	-1	6	0	7	0.4	-2	-11	-4	2
CCOc1ccccc1N1CC(C(=O)Nc2nccs2)CC1=O (configuration not stated)	-2	6	-1	5	1.2	4	-7	-5	-3
CCCCCN=Cc1c(C)[nH]n(-c2nc3ccccc3s2)c1=O	48*	46*	-2	-17	1.2	-17	-4	-4	3
O=C(NCC(c1cccnc1)N1CCN(c2ccccc2F)CC1)c1ccco1 (configuration not stated)	2	3	1	10	-0.8	-12	-5	1	-2
Cc1ccc(S(=O)(=O)/N=C(\N)Nc2nc(C)c3ccc(C)cc3n2)cc1	6	7	-3	-5	0.1	2	-4	1	-6
O=C(CSc1nnc(-c2ccccn2)n1Cc1ccco1)c1ccc(-c2ccccc2)cc1	1	7	36	-13	-0.2	-8	-20	-1	-5
CC1=C(C(=O)OCc2ccccc2)C(c2ccc(Cl)cc2Cl)NC(=O)N1CCCCCC(=O)O (configuration not stated)	-1	2	-1	3	1.1	2	7	-6	-10
C=CCNC(=S)NCC1COc2ccccc2O1 (configuration not stated)	-2	6	-2	-6	-2.9	0	-24	2	0
